From PubChem BioAssay
Ins promoter up = MIN6 insulin promoter up-regulation; MIN6 insulin promoter-GFP reporter, high-content imaging; hits give high values; z-score at 5 µM; hit rate 0.3% among 190,000; AID 1625;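 active = z-score above 3 at 5 µM with at least 500 cells counted in the well; inconclusive = wells under 500 cells, flagged as cytotoxic or low count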
Hep lipid drop = hepatic lipid droplet formation modulation; AID 1656; inhibition, % at 6.5 µM; AML12 mouse hepatocytes, oleate lipid droplets, BODIPY imaging; hit rate 0.4% among 240,000;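 active = lipid droplet intensity inhibited by at least 50%, with more than 500 cells counted; inconclusive = wells with under 300 cells, treated as cytotoxic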
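Material – AML12 mouse liver cells · Also added – oleate loading, 100 µM · Compound dosing – 6.5 µM single-point dosing · Times – overnight treatment with compound plus oleate · Measured by – fluorescence imaging, 20x objective, two fields per well · Read-out – percent inhibition of filter-corrected integrated lipid droplet intensity per well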
MT stabilize HCS = microtubule stabilizers in HeLa cells; % tubulin-high responders, % at 10 µM; HeLa tubulin immunostaining HCS, 24 h; share of cells brighter than vehicle mean+2SD; hit rate 0.83% among 200,000;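 active = plate Z-score above 3 for both tubulin-high and condensed-nucleus cell shares, with cell loss under 80%, at 10 µM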;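 note: anti alpha tubulin signal scored within the nucleus-defined area of each cell; some results filed as inactive read as strong as hits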
WT yeast gro inh = growth inhibition of WT yeast, mitochondrial fusion screen. inhibition, % at 10 µM. mitochondrial fusion phenotypic screen, WT strain. hit rate 2.1% among 190,000; in the data active = inhibition above about 58%; tested in S. cerevisiae
West Nile antiviral = West Nile virus antiviral activity, cell-based, CPE readout (AID 1621) | hit rate 0.02% among 290,000 | West Nile virus-infected cells, CPE inhibition; higher % means a stronger effect | one-dose CPE inhibition, % at 10 µM; IC50 in µM for titrated hits; in the data active = a potency from the dose series; inconclusive = CPE inhibition mostly from about 3.7% at the one dose, without a potency; inactive = the rest, 99 in 100 with CPE inhibition below about 2.2%; note: strong numbers were not always called active
T cell HTS = T cell immune modulators affecting CD8 T cell-vesicle binding | hit rate 0.068% among 330,000 | calls only at 7 µM | 2C CD8+ T cell-vesicle binding, flow cytometry; hits give low values;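 active = response, share of CD8 T cells binding vesicles, and their 90th percentile fluorescence all below set limits, cut at about 80% in these data, passing the limit was not always enough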
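Read-out – percent CD8+ FL2 mean versus row control · System – murine 2C transgenic CD8+ T lymphocytes · Times – 1.5 h cell–vesicle binding at 37 °C, then 20 min icy labelling · Control set – naked vesicles low, QL9 vesicles with vehicle high · Detection – cytometric PE anti-B7-1 and Alexa647 anti-CD8 signals after 1% paraformaldehyde fixation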
bCat nuc transl = alters nuclear translocation of beta-catenin in HeLa cells; immunofluorescence imaging; nuclear translocation activity, % at 5 µM; hit rate 0.3% among 190,000; AID 1665;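 active = nuclear translocation activity above 50% at 5 µM, with a well cell count of 50 or more; inconclusive = wells under 50 cells across six images, flagged as toxic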;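 note: per-cell ratio of nuclear to cytoplasmic median beta-catenin stain intensity; plate controls were DMSO negative control for no effect and GSK-3 inhibitor IX positive control for full effect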
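Read-out: Nuclear/cytoplasmic beta-catenin signal ratio, % activation | Assay system: Human HeLa cell line | Times: 24 h compound exposure at 37°C, 5% CO2 | Signal: Fluorescence imaging of beta-catenin antibody stain plus DAPI | Dosing: 5 µM primary, 0.02–20 µM confirmation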
Myeloid diff MLP = promotes myeloid progenitor differentiation | ER-HoxA9 myeloid progenitors, lysozyme-GFP differentiation, flow cytometry | calls only at 10 µM | hit rate 1% among 360,000;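 active = normalized GFP-positive differentiation at or above the plate's own cutoff, the solvent-only control mean plus 3 SD; inconclusive = no clear call, values can overlap the other calls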;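 note: cells exposed to compound for four days before flow analysis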
Autophagy mod = modulators of autophagy. calls only at 10 µM (by protocol). AID 463193. hit rate 0.98% among 190,000. MEF GFP-LC3 puncta imaging; test concentration mostly 10 µM;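 active = percentage of spot-positive cells more than 3 SD above its plate mean, without a fluorescence outlier flag or 80% toxicity; inconclusive = no clear call, values can overlap the other calls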;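 note: spot-positive cell cutoff set from DMSO-treated cells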
WT yeast gro inh mutant strain = second read-out of WT yeast gro inh, no call of its own (marks repeat the call); inhibition, %; mitochondrial fusion phenotypic screen, mutant strain inhibition
Ins promoter up cell count = further read-out of Ins promoter up, marked with its call; cell count; measured here: cytotoxicity, nuclei count;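 total cells summed across four imaged fields per well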
Hep lipid drop cells 6.5 µM = also measured in Hep lipid drop; calls as there; cell count; measured here: cell count, cytotoxicity flag;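 cells counted across two imaged fields per well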
bCat nuc transl cell count 5 µM = further read-out of bCat nuc transl, marked with its call; cell count; measured here: cell count, cytotoxicity flag
T cell HTS vesicle-bound % = further read-out of T cell HTS, marked with its call; double positive events, %; measured here: CD8+ vesicle-bound cell fraction;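 binding gate set so that unloaded-vesicle control wells show 10% double positive cells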
MT stabilize HCS Hoechst-high % = further read-out of MT stabilize HCS, marked with its call; % Hoechst-high responders; measured here: nuclear condensation Hoechst responders;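 share of cells brighter than vehicle mean plus two SD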
MT stabilize HCS cytotoxicity % = recorded beside MT stabilize HCS, whose call it bears; toxicity, %; measured here: cytotoxicity by cell density;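 0% = mean cell density of plate MIN control wells and 100% = no cells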
Autophagy mod cell loss 18 h = further read-out of Autophagy mod, marked with its call; toxicity, %; measured here: cell loss, nuclei count;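 cell loss after 18 h compound exposure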
Myeloid diff MLP GFP+ MAC1+ % = also measured in Myeloid diff MLP; calls as there; GFP+ MAC1+ double positive, %; measured here: differentiation confirmed by MAC1 staining
* = called active by the depositor; i = inactive; ? = inconclusive; . = not tested or not shown; + = active, no number; & = joins results of further samples.

SMILES	Ins promoter up	Ins promoter up cell count	Hep lipid drop	Hep lipid drop cells 6.5 µM	MT stabilize HCS	MT stabilize HCS Hoechst-high %	MT stabilize HCS cytotoxicity %	WT yeast gro inh	WT yeast gro inh mutant strain	West Nile antiviral	T cell HTS	T cell HTS vesicle-bound %	bCat nuc transl	bCat nuc transl cell count 5 µM	Myeloid diff MLP	Myeloid diff MLP GFP+ MAC1+ %	Autophagy mod	Autophagy mod cell loss 18 h
Cc1sc(NC(=O)CCC(=O)O)c(C(N)=O)c1-c1ccccc1	0.15	1207	-1	707	2.3	2.7	9.6	-5	13	-0.6%	i	46	-1.9	968	i	0.1	i	3
Cc1cc2c(c(=O)o1)C1(C(=O)N(C)c3ccccc31)C(C#N)=C(N)O2 (stereo unspecified)	0.03	1139	.	.	4.3	2.0	9.2	-10	14	0.4%	i	31	-6.6	850	i	0.5	i	-10
O=C(O)CN(c1ccccn1)S(=O)(=O)c1ccc(Cl)cc1	.	.	7	728	2.4	1.4	7.4	-13	-4	0.2%	i	54	-5.2	1157	+	4.6*	i	-1
COc1ccc(OC)c(C2(O)CSC(=Nc3cccnc3)N2Cc2ccco2)c1 (stereo unspecified)	-0.37	1800	4	695	2.2	1.9	10	3	15	0.3%	i	29	-0.5	1022	i	0.5	i	-31
O=C(CCCC(=O)N/N=C/c1ccccc1C(=O)O)N/N=C/c1ccccc1C(=O)O	-0.12	1468	-9	680	.	.	.	.	.	0.1%	i	55	-3.8	1162	i	0.6	.	.
COc1ccc(OCCC(=O)Nc2ccc(S(N)(=O)=O)cc2)cc1	.	.	-17	690	.	.	.	.	.	-0.5%	i	43	.	.	i	2.8	.	.
CCSc1ccc(C(=O)Nc2ccc(Br)cn2)cc1[N+](=O)[O-]	.	.	-29	742	1.8	3.6	2.4	6	-7	-0.4%	i	26	-1.1	1119	i	0.1	i	-3
NC(=O)c1nsc(C(=O)N(CC(=O)NCc2ccco2)c2ccccc2F)c1N	-0.37	1165	0	741	3.4	2.5	7.1	-9	-8	?	i	66	1.9	995	i	1.7	i	-2
COC(=O)Nc1nncs1	-0.16	1002	10	632	.	.	.	.	.	0.3%	i	26	-1.3	1360	i	0.7	.	.
CCc1nc(N2CCCC(C)C2)c2oc3ccccc3c2n1 (stereo unspecified)	-0.58	1125	.	.	4.6	3.3	1.5	44	22	0.8%	i	8	4.3	1137	i	3.9	i	-8
Cc1nnsc1C(=O)Nc1ccc(S(=O)(=O)N2CCCCC2)cc1	.	.	-6	733	.	.	.	.	.	-0.5%	i	32	.	.	i	0.6	.	.
O=C(NCc1ccco1)/C(=C/C=C/c1ccccc1)NC(=O)c1ccco1	.	.	-6	652	2.7	2.7	5.3	6	-11	-0.8%	i	44	0.3	1568	i	0.8	i	-10
Cc1[nH]c2ccccc2c1C(=O)C(=O)N1CC=C(c2ccccc2)CC1	0.6	1374	-15	619	9.1	2.4	2.0	37	-10	-0.2%	i	49	28	621	i	0.3	i	13
CCn1nc(C)c(C2C(C#N)=C(N)OC3=C2C(=O)CC(C)(C)C3)c1C (stereo unspecified)	0.84	1326	-4	710	3.1	3.1	1.0	6	6	1.7%	i	38	-2.4	573	i	1.7	i	2
Cc1nnc(N(C)C(=O)Cc2ccc3c(c2)OCO3)s1	0.62	1172	11	733	3.2	1.0	0.4	-2	7	0.2%	i	52	-2.1	1188	i	1.2	i	5
Cc1cc(N2CCN(S(=O)(=O)Cc3ccccc3)CC2)n2ncnc2n1	-0.09	1726	-1	657	4.3	3.4	3.8	3	10	0.0%	i	49	-3.5	1152	i	7.5	i	29
C1=C(CCNc2ncnc3c2[nH]c2ccccc23)CCCC1	-2	501	-44	493	4.6	2.3	3.5	87*	77*	?	i	37	1.7	1085	i	2.1	i	-18
Cc1cnc(C(=O)OCC(=O)NC(C)CCc2ccccc2)cn1 (stereo unspecified)	-0.01	1223	0	696	3.2	1.9	12	-5	-30	0.3%	i	59	0.0	1105	i	0.3	i	-6
O=S(=O)(Nc1ccc2c(c1)OCCO2)c1ccc2oc3ccccc3c2c1	.	.	3	750	2.9	1.6	2.2	3	-5	-0.4%	i	5	.	.	i	2.1	i	2
Cc1cc(Br)cn2ccnc12	1.3	1486	.	.	3.4	2.0	13	-5	9	.	i	41	-1.0	1355	i	0.7	i	17
O=C1ON=C(c2ccccc2)/C1=C/c1ccco1	-0.41	1506	-16	641	4.1	1.9	7.0	-15	2	0.1%	i	40	-5.2	1025	i	1.0	i	5
CCCN(CC(=O)Nc1cc(C)on1)S(=O)(=O)c1cccc(C(F)(F)F)c1	0.88	1269	6	680	5.1	3.0	8.8	-3	7	-0.8%	i	20	-2.3	1089	i	0.2	i	5
CCCS(=O)(=O)NCc1cn2c(C)csc2n1	-0.63	1812	-4	647	5.2	1.7	2.9	17	9	-0.1%	i	25	-0.3	1086	i	1.4	i	19
COc1cc(C)c(Cl)cc1S(=O)(=O)NCc1ccco1	-0.35	1432	1	798	5.0	3.0	7.0	-6	-33	0.1%	i	43	-1.8	1178	i	1.7	i	-1
COC(=O)c1ccccc1NC(=O)c1cc(C)no1	.	.	-1	875	.	.	.	.	.	0.2%	i	58	.	.	i	0.5	.	.
Cc1nn(-c2ccccc2)c(Cl)c1C(=O)Nc1ccccc1	-0.05	1477	.	.	0.8	1.7	9.6	25	-6	-0.1%	i	26	-0.4	1180	i	1.0	i	-1
COC(=O)[C@H](CC(C)C)NCc1cccc(CN[C@@H](CC(C)C)C(=O)OC)c1	.	.	-38	676	.	.	.	.	.	-0.9%	i	38	.	.	i	0.8	.	.
COc1ccc(/C=C/C(=O)NC(=S)NN2CCCCC2c2cccnc2)cc1 (stereo unspecified)	.	.	0	452	4.4	3.2	6.3	23	17	-0.8%	i	42	-2.4	978	i	0.3	i	3
CC(O)c1nc2ccc(C(=O)O)cc2[nH]1 (stereo unspecified)	0.13	928	5	689	.	.	.	.	.	0.3%	i	52	-0.4	1342	i	0.3	.	.
CCOC(=O)C1=C(C)NC(C)=C(C(=O)OCC)C1C(=O)OCC(=O)NC(C)C	-0.93	1272	2	724	1.8	1.8	2.9	5	19	1.0%	i	44	-2.0	1080	i	0.9&0.6	i	-3
Cc1c(C(N)=O)sc2ncn(CCOc3ccccc3)c(=O)c12	-0.06	1262	-10	655	4.0	2.2	10	4	-17	-1.3%	i	45	-1.2	1055	i	0.1	i	-13
CCCNC(=O)[C@@H]1CCCN1C(=O)C1CCN(S(=O)(=O)c2ccc(C)cc2)CC1	.	.	5	664	.	.	.	.	.	-0.1%	i	10	.	.	i	0.9	.	.
COc1ccc(CN2C(=O)C(O)(CC(=O)c3ccc4c(c3)OCO4)c3ccccc32)cc1OC (stereo unspecified)	0.26	963	13	783	1.0	0.8	7.8	-8	1	0.1%	i	46	.	.	i	1.2	i	-2
COc1ccc(C(=O)OCC(=O)c2ccc(C3CCCCC3)cc2)cc1	0.01	1899	-6	664	1.4	1.6	3.7	8	1	-0.3%	i	37	0.8	1066	i	0.2	i	-28
Cc1ccnc(SCC(=O)Nc2oc(-c3ccccc3)c(-c3ccccc3)c2C#N)n1	-0.13	1203	0	664	2.2	1.3	5.7	0	12	0.4%	i	7	-0.1	1068	?	.	i	-2
CC(C)c1ccc(N(CC(=O)NN=C2CCN(C)CC2)S(=O)(=O)c2ccccc2)cc1	.	.	3	725	5.4	1.4	11	2	5	-0.1%	i	38	0.7	1126	i	0.3	i	23
CCN(CCCNC(=O)c1cn(CC)c2ccc(S(=O)(=O)N(C)C)cc2c1=O)c1cccc(C)c1	-1.3	801	.	.	0.8	1.2	3.4	-8	10	-0.5%	i	41	-5.3	1038	i	0.7	i	0
CC1(CCc2ccccc2)NC(=O)N(CC(=O)Nc2ccc(S(N)(=O)=O)cc2)C1=O (stereo unspecified)	-0.19	1307	1	687	5.0	3.4	8.5	-6	4	0.5%	i	22	1.4	1008	i	0.7	i	-2
COc1ccc(/C=C/C(=O)Nc2ccc(OC)cc2[N+](=O)[O-])cc1	0.85	1483	-9	634	6.3	2.5	4.6	17	1	-0.9%	i	7	-1.1	1277	i	0.6	i	6
CCOc1ccc(NS(=O)(=O)c2ccc3c(c2)N(C(C)=O)CCO3)cc1	.	.	-8	760	.	.	.	.	.	-0.6%	i	16	.	.	i	1.4	.	.
O=C(NCc1ccccc1)c1ccc(CS(=O)(=O)c2ccc(Br)cc2)o1	.	.	-5	791	.	.	.	.	.	-0.4%	i	17	.	.	i	3.7	.	.

3 of the entries above in order of the WT yeast gro inh mutant strain value, smallest number first:
Structure | WT yeast gro inh mutant strain
CC1(CCc2ccccc2)NC(=O)N(CC(=O)Nc2ccc(S(N)(=O)=O)cc2)C1=O (stereo unspecified) | 4
CCCN(CC(=O)Nc1cc(C)on1)S(=O)(=O)c1cccc(C(F)(F)F)c1 | 7
CCCS(=O)(=O)NCc1cn2c(C)csc2n1 | 9
